GSIS activator – primary screen for activators of insulin secretion dependent on glucose, INS-1E cells, GLuc reporter luminescence; activation, % at 16.6 µM; INS-1E GLuc reporter insulin secretion, 2-3 h; 0.61% of 370,000 active;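 active means lowest replicate activation of at least 40%, so every replicate reaches that level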;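 further: 0% = median of neutral control wells and 100% = median of IBMX positive control wells; some compounds called inactive have numbers as strong as hits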
PglD DTNB – blocks C. jejuni PglD acetyltransferase activity; purified PglD enzyme, DTNB colorimetric CoA detection; inhibition, % at 12.5 µM; 0.098% of 360,000 active; AID 602405; in the data active means inhibition above about 16%, passing the limit was not always enough; further: strong numbers were not always called active
Cneo AK release – causes C. neoformans cell lysis. adenylate kinase release luminescence, 4 h; normalised: neutral wells 0, clomiphene wells 100. lysis activity, % at 15 µM. 0.2% of 360,000 active;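 active means mean lysis activity across replicates of at least 80%, whatever share of replicates individually reach that level; inactive means mean lysis activity below 80%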
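Material: C. neoformans cells | Amount: Yeast cell density of 5 × 10^6 cells/mL | Medium: Fresh YPD growth medium | Dosing: Single dose | Times: Static 4 h at 37 °C with compound, 1 h detection | Detection: AK luminescence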
C2C12 statin – suppressors of simvastatin-induced myotoxicity in C2C12 myotubes. ATP luminescence, 48 h; scaled: DMSO 0, geranylgeraniol control 100. rescue of ATP level, % at 7.49 µM. 0.78% of 330,000 active. AID 602340;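 active means mean ATP rescue above about 67%, or every replicate alone reaching that limit, limit read from the data, passing the limit was not always enough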;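 further: myotubes were challenged with 10 µM simvastatin during compound exposure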
PAX8 inh HTS – lowers PAX8-driven luciferase in RMG-I cells. RMG-I TPO-luciferase reporter, SteadyGlo, 24 h. inhibition, % at 12.6 µM. 1.2% of 360,000 active. AID 652154;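 active means mean replicate inhibition at least 60% with every replicate also reaching 60%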;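 further: luciferase light reporting Pax8 driven TPO promoter activity; plate controls were median of neutral control wells for no effect and mitoxantrone controls for full effect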
ARNT TACC3 PPI – ARNT/TACC3 interaction disruption; Q9Y6A5; AlphaScreen His-ARNT PAS-B/GST-TACC3 binding, luminescence; TACC3 fragment carries E629A point mutation; inhibition, % at 9.99 µM; 0.66% of 390,000 active;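 active means mean inhibition of replicates at least 50% and at least half of replicates each reaching 50%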;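 further: 0% = complete ARNT plus TACC3 wells and 100% = ARNT alone without TACC3; many hits fall short of the cut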
LGR2 inh – Drosophila LGR2 receptor signaling inhibition; AID 720647; inhibition, % at 9.99 µM; HEK293 LGR2, CRE-luciferase, bursicon-stimulated, 4 h; 0.35% of 380,000 active;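 active means drop in luminescence signal, shown as inhibition above about 50% in the replicate tests, limit read from the data, passing the limit was not always enough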;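 further: agonist challenge used bursicon conditioned medium at about half maximal strength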
PGC1a acetyl inh – modulators of PGC1a acetylation; U2OS PGC1a acetylation, AlphaScreen anti-acetyl-lysine; with virally co-expressed GCN5 acetyltransferase; inhibition, % at 15.6 µM; 0.17% of 350,000 active; AID 651687;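 active means every replicate shows inhibition of at least 40%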;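 further: 0% = neutral control wells and 100% = positive control wells; some results beyond the cut were filed as inactive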
* = called active by the depositor; . = no result given; & = joins results of further samples. This is a random part of the collection. About 2.9% of those tested had a hit in this group.

smiles	Cneo AK release	PGC1a acetyl inh	PglD DTNB	C2C12 statin	PAX8 inh HTS	ARNT TACC3 PPI	LGR2 inh	GSIS activator
S=c1[nH]nc(-c2ccccn2)n1/N=C/c1ccco1	-4	11	6	.	-1	.	.	.
CCS(=O)(=O)n1nc(C(=O)N2CCOCC2)nc1N	3	-3	-5	-11	0	-4	.	.
COc1ccc(OC)c(S(=O)(=O)N2CCC3(CC2)OCCN3S(=O)(=O)c2ccccc2)c1	-3	3	1	3	-15	1	-10	-4
CCCNC(=O)CN(CCc1ccccc1)S(C)(=O)=O	1	1	3	5	.	-23	.	.
CCS(=O)(=O)N1CCN(Cc2ccncc2)CC1	0	4	1	16	.	-1	.	.
C[C@@H]1CN([C@@H](C)CO)C(=O)c2cc(NC(=O)Nc3ccccc3)ccc2O[C@H]1CN(C)Cc1ccc(C(F)(F)F)cc1	0	1	-6	-27	.	1	0	-6
COc1ccc(OC)c(CCNC(=O)C(=O)Nc2ccc3nc4n(c(=O)c3c2)CCCCC4)c1	8	8	-1	-17	-9	0	8	4
C[C@@H]1CN([C@H](C)CO)C(=O)c2cc(C#C[C@@H](C)O)cnc2O[C@H]1CN(C)Cc1cncnc1	55	12	0	29	-11	0	-5	11
COc1ccc(CNC(=O)C[C@H]2C[C@H]3c4cc(NC(=O)CC5CC5)ccc4O[C@H]3[C@@H](CO)O2)cc1	0	0	12	2	-4	-3	-4	10
CC(=O)N=c1sc(S(N)(=O)=O)nn1C	-1	10	1	12	-6	-3	7	12
C[C@@H]1CN([C@H](C)CO)S(=O)(=O)c2ccc(C#Cc3ccccc3)cc2O[C@H]1CN(C)C	6	-27	3	-25	.	7	8	-9
O=C(OCCN1C(=O)c2ccccc2C1=O)c1cc(=O)[nH]c2ccccc12	5	-2	-3	5	.	0	.	.
COc1ccc(Cl)cc1C(=O)Nc1ccc(CN2CCCCC2)cc1	.	22	.	.	8	-3	6	1
C[C@@H]1CCCCO[C@H](CN(C)C(=O)CCCN(C)C)[C@@H](C)CN([C@H](C)CO)C(=O)c2cc(NC(=O)Cc3ccccc3)ccc2O1	116*	-13	1	.	-10	-1	9	9
COC(=O)c1[nH]c2cccc(C)c2c1NC(=O)CN1CCN(c2ccccc2OC)CC1	0	2	-2	17	.	0	.	.
O=C(NCCN1CCOC1=O)C1CCC(=O)N(CCc2ccc(Cl)cc2)C1 (stereo unspecified)	0	5	-1	-1	.	-2	16	-13
Cc1ccsc1C(=O)OCC(=O)Nc1cccc(S(=O)(=O)N2CCOCC2)c1	.	0	.	-17	6	-4	-6	-11
O=C(OCc1ccc(Cl)c(Cl)c1)c1ccccn1	1	14	0	-3	.	-9	.	.
CCOc1ccc(Oc2ccccc2NC(=O)CSCC(=O)Nc2cc(C)on2)cc1	-3	.	4	22	16	-3	0	-27
CCOc1cc(C=NNC(=O)c2cccc(S(=O)(=O)N3CCCC3)c2)ccc1O	0	-3	.	-8	5	31	-13	0
CCCc1cn(CC[C@H]2CC[C@H](NC(=O)C3CCCCC3)[C@@H](CO)O2)nn1	0	0	-2	6	-8	-5	1	-3
N#Cc1cc2cc3c(cc2nc1SCC(=O)OC1CCCCC1)OCO3	-4	7	5	-4	1	-16	.	.
CC(C)C(=O)NC(=S)Nc1nnn(C)n1	-12	7	-1	.	15	2	10	29
CCN(CC)C(=O)C(=O)Nc1cc(C(F)(F)F)ccc1Cl	1	-6	3	2	0	-8	.	.
COc1cc(C(O)C(=O)O)ccc1O (stereo unspecified)	-1	.	3	-3	-16	0	-1	.
O=C(CSc1nc2ccccc2c(=O)n1CCCO)Nc1ccc2c(c1)OCCO2	-6	1	-3	12	15	20	6	-7
CCS(=O)(=O)N1CC2(CN(Cc3cc(F)ccc3F)[C@@H](CO)c3c2c2ccc(OC)cc2n3C)C1	.	-1	.	.	5	.	-5	-5
COCCn1c(=O)[nH]c2cc(C(=O)N3CCN(c4ccccc4F)CC3)ccc2c1=O	3	.	2	-7	.	-1	.	.
COc1ccccc1N/C=C/c1onc(C)c1[N+](=O)[O-]	.	.	.	.	-4	-8	73*	-21
COC(=O)c1ccc(CNC(=O)c2ccc(NS(=O)(=O)c3ccc4[nH]c(=O)[nH]c4c3)cc2)cc1	3	.	-3	2	.	-3	4	2
Cc1noc(C)c1NC(=O)Nc1ccc2c(c1)C(=O)N([C@@H](C)CO)C[C@@H](C)[C@H](CN(C)CC1CCCCC1)OCCCC[C@@H](C)O2	-2	.	1	.	.	5	-4	8
COc1cccc(-c2ccc3c(c2)[C@@H]2[C@@H](CCN2S(=O)(=O)C2=NC(C)C=N2)[C@@H](CO)N3C)c1 (stereo partly specified)	-13	6	-4	-13	19	30	-14	-5
O=C(NCCCN1CCOCC1)c1cccnc1SCc1ccccc1Cl	1	8	7	1	-6	4	.	-2
Nc1ccc(-c2nc3cc(N)ccc3n2CCO)cc1	.	.	.	.	12	1	-3	21
C[C@H]1CCCCO[C@@H](CN(C)C(=O)c2ccncc2)[C@@H](C)CN([C@@H](C)CO)C(=O)c2cc(NS(=O)(=O)c3ccccc3)ccc2O1	10	10	-2	.	6	1	4	18
CCOC(=O)CSc1nc2ccc(S(=O)(=O)N3CCOCC3)cc2[nH]1	0	2	-3	6	0	-2	.	.
C[C@H](O)C#Cc1cnc2c(c1)C(=O)N([C@H](C)CO)C[C@H](C)[C@H](CN(C)CC1CCOCC1)O2	2	9	1	-3	4	-5	7	-6
C[C@@H]1[C@H](c2ccccc2)Oc2ccc(Cl)cc2S(=O)(=O)N1CC1CCCN1C(=O)OC(C)(C)C (stereo partly specified)	3	.	4	-4	15	2	26	-3
COc1ccc(-c2[nH]nc3c2C(c2ccoc2)C(C#N)=C(N)O3)cc1 (stereo unspecified)	-1	-3	5	11	.	8	.	.
CC(C)C(=O)Nc1ccc2c(c1)C(=O)N(C)[C@H]1CC[C@@H](CC(=O)NCc3ccc(F)cc3)O[C@H]1CO2	-15	5	20	-5	13	-14	-1	0
O=c1cc(CSc2nnnn2-c2ccccc2)nc2scc(-c3ccccc3)n12	-1	-14	0	6	22	1	.	.
Cc1ccc(S(=O)(=O)N(C)CC(=O)NCc2ccncc2)cc1	-1	-11	8	-12	.	.	.	.
COc1ccc(C2CC(=O)N(CCCN(C)CCc3ccc(OC)c(OC)c3)C2)cc1 (stereo unspecified)	1	-15	0	13	-10	0	1	2
O=C(Nc1ccccc1)O/N=C1\CCCCC1c1ccc([N+](=O)[O-])cc1[N+](=O)[O-] (stereo unspecified)	-1	38	-4	.	.	-7	.	.
COc1ccc(/C=C(\NC(=O)c2ccccc2)C(=O)NCc2ccco2)cc1OC	2	1	0	0	-1	1	11	14
CCOC(=O)/C(N=Nc1c(C)n(C)n(-c2ccccc2)c1=O)=C(/O)c1ccccc1	.	2	.	.	10	12	-14	0
Cc1ccc(NC(=O)Cc2noc3ccccc23)c(C)c1	.	.	.	.	-13	-7	2	12
O=C(c1ccccc1)c1ccc(OCCO)cc1	-1	.	-1	13	-15	10	-25	-13
C[C@H]1CN([C@@H](C)CO)C(=O)c2cc(NS(=O)(=O)c3ccc(F)cc3)ccc2O[C@@H]1CN(C)C(=O)Nc1ccc(C(F)(F)F)cc1	-3	7	-1	-36	16	-6	-8	-3
COc1ccccc1N1CCN(S(=O)(=O)c2cn(C)c(=O)n(C)c2=O)CC1	8	.	2	3	-3	-10	5	-1
COc1ccccc1-c1ccc([C@@H]2[C@@H](C#N)N(C(=O)NC(C)C)[C@@H]2CO)cc1	-2	-22	3	-14	-4	23	-2	-2
Cc1cc2oc(=O)cc(CN3CCCCC3)c2cc1C	1	0	-2	-6	-13	2	-25&0	2&14
O=C(C[C@@H]1CC[C@@H]2[C@H](COC[C@H](O)CN2Cc2ccncc2)O1)NCC1CC1	-2	5	2	4	3	10	-6	-1
Cc1ccc(CCC(=O)NCc2ccccc2)o1	0	-18	1	-17	0	8	4	-32
CCC(C)(C)NC(=O)C(c1ccc(C)cc1)N(CCN1CCOCC1)C(=O)CNC(=O)c1cccs1 (stereo unspecified)	1	-4	4	10	22	29	-14	-7
C[C@H](CO)N1C[C@H](C)[C@@H](CN(C)C(=O)Cc2ccccc2)OCCCC[C@H](C)Oc2ccc(NS(C)(=O)=O)cc2C1=O	.	12	.	4	-2	.	1	11

Full records from above. Values in the order: Cneo AK release | PGC1a acetyl inh | PglD DTNB | C2C12 statin | PAX8 inh HTS | ARNT TACC3 PPI | LGR2 inh | GSIS activator
Shown for `C[C@H]1CN([C@@H](C)CO)C(=O)c2cc(NS(=O)(=O)c3ccc(F)cc3)ccc2O[C@@H]1CN(C)C(=O)Nc1ccc(C(F)(F)F)cc1` : -3 | 7 | -1 | -36 | 16 | -6 | -8 | -3
Shown for `Cc1ccc(NC(=O)Cc2noc3ccccc23)c(C)c1` : . | . | . | . | -13 | -7 | 2 | 12
Shown for `Cc1ccc(CCC(=O)NCc2ccccc2)o1` : 0 | -18 | 1 | -17 | 0 | 8 | 4 | -32
Shown for `O=C(c1ccccc1)c1ccc(OCCO)cc1` : -1 | . | -1 | 13 | -15 | 10 | -25 | -13
Shown for `COc1ccccc1-c1ccc([C@@H]2[C@@H](C#N)N(C(=O)NC(C)C)[C@@H]2CO)cc1` : -2 | -22 | 3 | -14 | -4 | 23 | -2 | -2

Reprinted at random: five compounds from above, in no set order.
smiles	Cneo AK release	PGC1a acetyl inh	PglD DTNB	C2C12 statin	PAX8 inh HTS	ARNT TACC3 PPI	LGR2 inh	GSIS activator
O=C(C[C@@H]1CC[C@@H]2[C@H](COC[C@H](O)CN2Cc2ccncc2)O1)NCC1CC1	-2	5	2	4	3	10	-6	-1
COc1ccccc1N1CCN(S(=O)(=O)c2cn(C)c(=O)n(C)c2=O)CC1	8	.	2	3	-3	-10	5	-1
Cc1ccc(NC(=O)Cc2noc3ccccc23)c(C)c1	.	.	.	.	-13	-7	2	12
O=C(c1ccccc1)c1ccc(OCCO)cc1	-1	.	-1	13	-15	10	-25	-13
Cc1cc2oc(=O)cc(CN3CCCCC3)c2cc1C	1	0	-2	-6	-13	2	-25&0	2&14

Compound activity from PubChem BioAssay.
